# Tn7 DDE FP – inhibitors of Tn7 peptide binding to fibrin DD(E), primary screen, biochemical, fluorescence polarization, human fibrin, Tn7 probe. Fibrinogen beta chain (Homo sapiens), P02675. FP displacement of FITC-Tn7 peptide from fibrin DD(E); 0% = median of compound wells per plate. 370,000 tested, 0.13% active. inhibition, % at 8.3 µM;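 active means inhibition above the mean of compounds falling within the control limits plus 3 SD of them, cut at about 14% in these data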;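 further: 0% = plate median of compound wells and 100% = 10 µM Aha-Tn7 peptide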
#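 Assay system: human fibrin DD(E). Input: DD(E) 2 µM final. Medium: Tris buffer with calcium and detergent, pH 7.8. Compound dosing: single point at 8.3 µM. Timing: 10 min plus 3 h, room temperature. Technique: fluorescence polarization of the labelled Tn7 tracer. Read-out: percent inhibition. Replicates: singlicate testing.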
# Tn6 DDE FP – inhibitors of Tn6 peptide binding to fibrin DD(E), primary screen, biochemical, fluorescence polarization, human fibrin, Tn6 probe | Fibrin DD(E) TRITC-Tn6 fluorescence polarization displacement | Fibrinogen beta chain (Homo sapiens), P02675 | inhibition, % at 8.3 µM | 370,000 tested, 0.21% active | AID 720509, 2013;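 active means inhibition above a per-campaign cutoff: mean of compounds within control limits plus 3 SD, cut at about 15% in these data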;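 further: 0% = median of all compound wells on the plate and 100% = blocking peptide control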
# ADAM10 inh – human ADAM10 inhibitors, primary screen, biochemical, QFRET, HTS; Disintegrin and metalloproteinase domain-containing protein 10 (Homo sapiens), O14672; 370,000 tested, 0.62% active; inhibition, % at 7 µM; recombinant ADAM10, EDANS/DABCYL FRET peptide cleavage, 3 h;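 active means inhibition above a per-campaign cutoff equal to the mean of compounds falling between control-based bounds plus 3 SD, cut at about 20% in these data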;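 further: 0% = DMSO wells while the 100% control is not disclosed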
# PLCg1 inh – PLC-gamma1 enzyme inhibitors, primary screen, biochemical, fluorescence, purified enzyme | 1-phosphatidylinositol 4,5-bisphosphate phosphodiesterase gamma-1 (Homo sapiens), P19174 | AID 720700, 2013 | 370,000 tested, 0.84% active | inhibition, % at 12.2 µM | fluorogenic substrate; in the data active means inhibition above about 9.5%
# proKLK7 act – proKLK7 zymogen activators, primary screen, biochemical, fluorescence intensity; activation, % at 7 µM; Kallikrein-7 (Homo sapiens), P49862; AID 652039, 2013; 370,000 tested, 0.9% active; purified proKLK7, EDANS-DABCYL substrate fluorescence; 100% is mature enzyme control, 0% vehicle;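 active means activation above the mean of all tested compounds plus 3 SD, computed per campaign excluding outliers beyond control limits, cut at about 13% in these data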
# Target sequence (P49862 whole entry, looked up): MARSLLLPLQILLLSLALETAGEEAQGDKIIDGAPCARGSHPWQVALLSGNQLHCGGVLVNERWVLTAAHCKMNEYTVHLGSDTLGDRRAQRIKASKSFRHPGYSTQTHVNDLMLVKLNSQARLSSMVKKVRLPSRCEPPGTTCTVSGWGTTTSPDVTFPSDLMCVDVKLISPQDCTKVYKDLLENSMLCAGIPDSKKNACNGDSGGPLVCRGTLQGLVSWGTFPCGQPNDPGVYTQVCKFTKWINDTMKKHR
# LEDGF integ inh – blockers of LEDGF/p75-dependent integrase strand transfer – biochemical, TR-FRET, high throughput, primary screen; HIV-1 integrase (with human LEDGF/p75); TR-FRET IN-LEDGF/p75 DNA integration, Eu/Cy5; inhibition, % at 3.7 µM; 370,000 tested, 0.64% active; AID 743269, 2014;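 active means inhibition above the screen-wide mean plus 3 SD, cut at about 13% in these data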;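 further: signal is the Cy5 over europium emission ratio at 671 and 618 nm; 0% = plate median of compound wells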
# TDP2 inh – human TDP2 enzyme inhibitors, primary screen, biochemical, epi absorbance, recombinant enzyme. Tyrosyl-DNA phosphodiesterase 2 (Homo sapiens), O95551. T5PNP hydrolysis, p-nitrophenol absorbance 415 nm. inhibition, % at 12.8 µM. 370,000 tested, 0.34% active;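 active means inhibition above the mean of all tested compounds plus 3 SD, set per campaign, cut at about 25% in these data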;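 further: 0% = DMSO with enzyme and 100% = buffer with substrate but no TDP2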
#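 System – recombinant human TDP2 · Quantity – TDP2 enzyme at 120 nM final · Doses – single concentration, 12.8 µM nominal, with 1% DMSO · Incubation – 2 h at 37 °C · Measured by – epi absorbance of p-nitrophenol freed from T5PNP by hydrolysis · Read-out – % inhibition relative to enzyme-containing and enzyme-free wells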
# ARFGAP1 inh – inhibitors of rat ARFGAP1 GAP activity, primary screen, biochemical, fluorescence polarization, GDP tracer; ADP-ribosylation factor GTPase-activating protein 1 (Rattus norvegicus), Q62848; Arfgap1-stimulated ARF1 GTP hydrolysis, GDP FP detection; inhibition, % at 16.5 µM; 360,000 tested, 0.26% active; AID 651572, 2012;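 active means inhibition above a per-plate limit, mean inhibition of low control wells plus 3 SD, cut at about 25% in these data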;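 further: 0% = DMSO wells with enzyme and 100% = wells lacking Arfgap1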
# Target sequence (Q62848 1-136 limits assumed): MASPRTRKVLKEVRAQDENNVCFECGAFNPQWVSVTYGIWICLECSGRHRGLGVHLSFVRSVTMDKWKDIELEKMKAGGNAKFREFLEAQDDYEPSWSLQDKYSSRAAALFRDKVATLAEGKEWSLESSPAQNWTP
#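 System: truncated rat Arfgap1 GAP domain / Benchmarks: high control wells lacking Arfgap1, low control full reaction with DMSO / Times: compound-enzyme preincubation 20 min, reaction 120 min, detection 60 min, 25 °C / Repeats: one replicate per compound / Also added: human ARF1(Δ1-17)-GTP substrate / Measured by: Tracer-displacement fluorescence polarization with EDTA stop, 620/688 nm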
# ADAM17 inh – ADAM17 inhibitors, primary screen, biochemical, QFRET; recombinant ADAM17, EDANS/DABCYL FRET peptide cleavage; AID 720648, 2013; inhibition, % at 6.95 µM; Disintegrin and metalloproteinase domain-containing protein 17 (Homo sapiens), P78536; 370,000 tested, 0.83% active;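 active means inhibition above the mean of compounds lying between control limits plus 3 SD, set per campaign, cut at about 8.5% in these data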;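 further: 0% = DMSO-only wells as the low control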
# ASAP1 inh – inhibitors of human ASAP1 ArfGAP activity, primary screen, biochemical, fluorescence polarization; Arf-GAP with SH3 domain, ANK repeat and PH domain-containing protein 1 (Homo sapiens), …; inhibition, % at 16.5 µM; 360,000 tested, 0.19% active; ASAP1-stimulated ARF1 GTP hydrolysis, GDP FP detection; AID 624377, 2012; in the data active means inhibition above about 25%;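 further: 0% = vehicle with enzyme and substrate and 100% = no enzyme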
# Target sequence (Q9ULH1 325-724 limits assumed): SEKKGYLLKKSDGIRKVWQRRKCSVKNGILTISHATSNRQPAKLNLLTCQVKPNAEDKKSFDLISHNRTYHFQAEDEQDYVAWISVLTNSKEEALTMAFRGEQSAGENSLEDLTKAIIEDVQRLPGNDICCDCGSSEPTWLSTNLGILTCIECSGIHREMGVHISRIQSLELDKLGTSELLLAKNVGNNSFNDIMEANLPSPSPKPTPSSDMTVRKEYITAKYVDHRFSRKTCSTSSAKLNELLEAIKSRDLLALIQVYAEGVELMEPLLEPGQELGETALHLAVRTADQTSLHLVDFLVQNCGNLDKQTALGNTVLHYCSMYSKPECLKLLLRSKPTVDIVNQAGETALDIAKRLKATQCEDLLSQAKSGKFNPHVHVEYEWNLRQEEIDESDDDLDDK
# Active calls of the source: *; i = inactive.
SMILES,Tn7 DDE FP,Tn6 DDE FP,ADAM10 inh,PLCg1 inh,proKLK7 act,LEDGF integ inh,TDP2 inh,ARFGAP1 inh,ADAM17 inh,ASAP1 inh
CCc1cc2c(SCC(=O)N(C)C3CCS(=O)(=O)C3)ncnc2s1 (stereo unspecified),-8,1,3,0,-0.5,4,0,-4,0,-2
Clc1ccc(SCCOCCN2CCCCC2)cc1,7,7,2,3,-0.1,0,1,-7,-2,-11
CSc1nc2c(c(=O)[nH]1)CCCC2,-5,-6,-6,-2,0.5,4,8,5,-4,13
CCN(c1cccc(C)c1)S(=O)(=O)c1cc2c3c(c1)CCN3C(=O)CC2,-2,-2,-8,6,-0.1,4,-14,1,3,-5
N#Cc1sc2nccc(Nc3ccccc3)c2c1N,4,-5,-46,-155,0.8,4,-6,-4,-18,-10
COc1cccc(NC(=O)CCC2CCN(C(=O)C(OC)c3ccccc3)CC2)c1 (stereo unspecified),-11,-2,-8,-2,0.2,-1,6,3,1,-6
CC(Cc1ccccc1)N/C=C1\CC(=O)NC1=O (stereo unspecified),-1,8,-5,0,-0.1,4,-6,4,-5,-2
O=C1CCCN1CCCNS(=O)(=O)c1ccc(F)c(F)c1,5,-3,-8,3,-0.7,4,4,12,-2,-1
OCC1OC(c2ccccc2)OC2COC(c3ccccc3)OC12 (stereo unspecified),-1,0,-10,-3,-0.5,-1,2,15,-1,-1
CC1=C(C(=O)Nc2cc(C(=O)N3CCN(c4ccc(Cl)cc4)CC3)ccc2C)SCCO1,-3,1,-2,2,-0.3,0,-1,5,-1,-3
Cc1ccc(NC2CNC(=O)NC2=O)cc1C (stereo unspecified),-4,-5,-2,-3,-0.3,-2,4,5,-2,9
Cc1ccccc1C(=O)NNC(=O)CSc1nnc(-c2ccncc2)n1-c1ccccc1,-4,5,1,3,0.0,1,4,1,0,0
CN1CCOC(=O)/C1=N/Nc1cc(Cl)ccc1Cl,-4,-2,1,1,0.4,2,-21,-6,2,5
O=C(COC(=O)c1ccc(Cl)nc1)Nc1ccc(Cl)cc1,0,12,-5,-5,0.0,2,-9,-7,-4,11
Cc1cccc(NC(=O)Cn2c(/C=C/c3ccccc3)nc3ccccc32)c1,6,10,i,-290,-12,1,0,11,-141,6
O=C(Nc1ccccc1)/C(=C/c1ccc([N+](=O)[O-])cc1)NC(=O)c1ccco1,2,3,4,1,-0.6,3,25*,-7,1,1
CCOCc1nnc(NC(=O)CSc2ccccc2)s1,2,4,-12,-1,0.4,2,-7,-10,-3,8
O=C1C=C(Nc2cccc(O)c2)CC(c2ccco2)C1 (stereo unspecified),-1,-9,-92,-197,-5.8,14*,-12,-3,-23,-11
Cc1cccc(-n2c(SCC(=O)N3CCN(c4ccccn4)CC3)nnc2N2CCOCC2)c1,4,9,-16,-2,-0.2,-3,-1,-6,-3,-12
Cc1cc(CN(C)C(=O)CC2C(=O)NCCN2CC(c2ccccc2)c2ccccc2)on1 (stereo unspecified),4,-3,-20,-8,-0.6,1,-1,3,-7,-1
C=CCOc1ccc(/C=C/C(=O)Nc2ccc(C(=O)NC)cc2)cc1,-5,0,-463,-250,7.9,-5,0,29*,-174,19
Cn1cc(CN2CCCCC2c2ccccn2)c(-c2ccc3c(c2)OCCO3)n1 (stereo unspecified),-6,-3,0,2,0.2,-2,8,7,-1,6
CCOC(=O)C1CCN(c2c(NCc3ccc(C(=O)Nc4ccc(C)cc4)cc3)c(=O)c2=O)CC1,1,1,7,3,1.2,0,-11,-1,1,6
Cc1cc(/C=N/NC(=O)c2cc3ccccc3o2)c(C)n1C,2,-2,-15,-77,-0.5,2,9,7,-4,2
CCn1cc(Br)c(C(=O)N2CCN(c3ccccc3)CC2)n1,2,-2,-2,2,0.2,0,0,-3,-2,9
CCc1ccc(N=C2NC(=O)/C(=C/c3cc(OC)c(OC)c(OC)c3)S2)cc1,4,-3,4,-24,-0.3,-1,-2,-3,1,-4
O=C(Nc1ccccc1Cl)c1cc[n+]([O-])cc1,-4,2,0,2,0.6,4,12,-11,2,-6
O=C1CC(c2ccc(Cl)cc2)CC(O)=C1C=NCc1ccc(Cl)c(Cl)c1 (stereo unspecified),6,-1,-9,1,-0.1,-2,5,3,-1,-7
CCOC(=O)c1c(C)c(C(=O)NCCN2CCOCC2)c(C)n1CC,0,-5,1,2,-0.2,-3,0,-3,-6,-7
O=[N+]([O-])c1cccc(S(=O)(=O)N2CN(c3ccc(Br)cc3)c3nc4ccccc4nc32)c1,17*,-6,-39,-48,0.9,2,-3,-3,-10,-7
O=C(/C=C/c1ccco1)NCc1ccc(F)cc1,-1,-7,-6,-22,-0.1,4,-9,8,-6,4
CC(C)(O)C#Cc1ccc(C(=O)NCc2ccccc2)s1,1,-2,3,3,-1.3,3,-17,-4,-1,8
Cc1nn(-c2ccccc2)c(-c2ccccc2)c1C(=O)O,-2,-1,-2,-2,0.5,-1,1,0,2,9
CCOC(=O)C(C(=O)OCC)C(C)(C)/C(C)=N\Nc1ccc([N+](=O)[O-])cc1[N+](=O)[O-],-4,13,0,2,0.2,0,-11,6,-1,9
c1ccc(C2[C@H]3CN(Cc4cccnc4)[C@H](c4ccccc4)C34CC2(c2ccccc2)C4)cc1 (stereo partly specified),-1,-4,11,1,0.3,0,-1,5,-5,-7
C[C@@H]1NC(=O)N[C@@H]1CCCCCC(=O)O,12,2,3,-2,-0.3,82*,1,-14,-2,-9

# 5 compounds out of the list, ordered by SMILES length, smallest number first.
SMILES,Tn7 DDE FP,Tn6 DDE FP,ADAM10 inh,PLCg1 inh,proKLK7 act,LEDGF integ inh,TDP2 inh,ARFGAP1 inh,ADAM17 inh,ASAP1 inh
O=C(/C=C/c1ccco1)NCc1ccc(F)cc1,-1,-7,-6,-22,-0.1,4,-9,8,-6,4
CC(C)(O)C#Cc1ccc(C(=O)NCc2ccccc2)s1,1,-2,3,3,-1.3,3,-17,-4,-1,8
CCn1cc(Br)c(C(=O)N2CCN(c3ccccc3)CC2)n1,2,-2,-2,2,0.2,0,0,-3,-2,9
CCOC(=O)c1c(C)c(C(=O)NCCN2CCOCC2)c(C)n1CC,0,-5,1,2,-0.2,-3,0,-3,-6,-7
c1ccc(C2[C@H]3CN(Cc4cccnc4)[C@H](c4ccccc4)C34CC2(c2ccccc2)C4)cc1 (stereo partly specified),-1,-4,11,1,0.3,0,-1,5,-5,-7

# Further entries
SMILES,Tn7 DDE FP,Tn6 DDE FP,ADAM10 inh,PLCg1 inh,proKLK7 act,LEDGF integ inh,TDP2 inh,ARFGAP1 inh,ADAM17 inh,ASAP1 inh
COc1ccc(C(=O)Nc2ccc(N3CCCC3)cc2)cc1Br,-8,-6,9,-1,0.5,6,-4,3,9,1
Nn1c(SCC(=O)NC2CCCCC2)nnc1-c1ccc(Cl)cc1,1,-4,-4,1,-0.2,1,-1,-11,-4,3
CCN(CC)Cc1c(C(=O)N/N=C(\C)c2ccncc2)nnn1-c1nonc1N,-5,-14,3,-2,0.3,-2,12,2,0,9
Cc1cc(F)ccc1NC(=O)Nc1ccc2c(c1)OCO2,5,-1,-1,0,-0.2,-3,-3,3,-5,7
COc1ccc(CN2C(=O)CSCC2(C)C(=O)NCc2ccccc2)cc1OC (stereo unspecified),8,6,-11,0,-0.4,1,-2,-6,-4,-6
CCCCOc1ccc(Cc2c(COCC)[nH]c(=S)[nH]c2=O)cc1,2,5,5,0,0.1,3,-2,14,1,-2
O=C(CN1CCN(S(=O)(=O)c2ccccc2[N+](=O)[O-])CC1)NC(=O)NCc1ccco1,-3,2,-4,0,0.0,-1,8,5,-1,-10
CCC(C)S(=O)(=O)c1snnc1C (stereo unspecified),-8,5,-8,2,-0.5,-2,-4,-7,-1,-3
CCC1(c2ccc(F)cc2)NC(=O)N(CC(=O)NCC(=O)Nc2cccc(C)c2C)C1=O (stereo unspecified),-5,-1,-4,7,0.5,2,-3,-20,-5,2
Cc1cccc(NS(=O)(=O)c2ccc(C(=O)NCC3(N4CCCCC4)CCCCC3)cc2)c1C,-3,-5,-20,8,0.6,-2,1,12,-1,1
O=C(CN(Cc1cccs1)C(=O)CSc1nnc(COc2ccccc2)o1)NC1CCCCC1,-1,-2,-6,2,0.2,3,7,16,-2,-2

# Structures above that bear a hit mark in TDP2 inh.
SMILES,Tn7 DDE FP,Tn6 DDE FP,ADAM10 inh,PLCg1 inh,proKLK7 act,LEDGF integ inh,TDP2 inh,ARFGAP1 inh,ADAM17 inh,ASAP1 inh
O=C(Nc1ccccc1)/C(=C/c1ccc([N+](=O)[O-])cc1)NC(=O)c1ccco1,2,3,4,1,-0.6,3,25*,-7,1,1
